# CHRM4 PAM: positive allosteric modulators of human muscarinic M4 receptor | P08173 | 0.4% of 360,000 active | CHO-K1 hM4/Gqi5, Fluo-8 calcium fluorescence, ACh EC20; 0% = ACh EC20, 100% = maximal ACh | activation, % at 3 µM;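 active = activation above its plate's cutoff, the mean activation of sample wells plus 3 SD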; also: some results filed as inactive read as strong as hits
# Target sequence (P08173 whole entry, looked up): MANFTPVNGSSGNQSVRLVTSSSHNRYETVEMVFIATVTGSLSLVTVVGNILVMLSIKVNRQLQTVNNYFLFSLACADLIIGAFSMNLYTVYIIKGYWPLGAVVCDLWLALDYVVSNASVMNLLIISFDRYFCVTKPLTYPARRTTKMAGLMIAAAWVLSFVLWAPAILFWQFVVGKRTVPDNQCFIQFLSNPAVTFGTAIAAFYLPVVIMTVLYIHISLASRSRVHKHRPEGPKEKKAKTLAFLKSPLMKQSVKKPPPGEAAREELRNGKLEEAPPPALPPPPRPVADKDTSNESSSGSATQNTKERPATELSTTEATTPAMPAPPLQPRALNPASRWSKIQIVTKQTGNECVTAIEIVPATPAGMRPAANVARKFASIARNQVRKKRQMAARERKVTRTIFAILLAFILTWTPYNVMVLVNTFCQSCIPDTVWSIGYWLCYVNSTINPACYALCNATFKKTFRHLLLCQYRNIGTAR
# CHRM5 antagonist: antagonists of human muscarinic M5 receptor (CHRM5). inhibition, % at 3 µM. CHO-hM5 cells, Fluo-8 calcium fluorescence, ACh EC80. 0.59% of 360,000 active. AID 624040;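 active = inhibition above a per-plate cutoff, the mean of that plate's test compounds plus 3 SD, cut at about 27% in these data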;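 also: 0% = acetylcholine EC80 with DMSO and 100% = DMSO without agonist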
# M4 ag: agonists of human muscarinic M4 receptor (CHRM4) | AID 624127 | P08173 | 0.14% of 360,000 active | activation, % at 3 µM | CHO-K1 hM4/Gqi5, Fluo-8 calcium fluorescence; vehicle 0%, full acetylcholine response 100%;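 active = activation above the run mean over all test wells plus 3 SD, cut at about 32% in these data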;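 also: peak over basal fluorescence ratio per well then scaled between controls; 0% = DMSO wells and 100% = acetylcholine at EC100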
# M4 antag: CHRM4 antagonism in calcium assay | P08173 | CHO-hM4 cells, ACh EC80, Fluo-8 calcium fluorescence | inhibition, % at 3 µM | 0.73% of 360,000 active;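 active = inhibition above its plate's cutoff, the mean inhibition of sample wells plus 3 SD, cut at about 27% in these data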;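 also: 0% = acetylcholine EC80 with DMSO and 100% = DMSO without agonist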
# CHRM5 agonist: agonists of human muscarinic M5 receptor (CHRM5) | 0.19% of 360,000 active | CHO-K1 hM5 cells, Fluo-8 calcium fluorescence; 0% DMSO wells, 100% maximal acetylcholine response | AID 624037 | activation, % at 3 µM | P08912;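 active = activation above the run's mean over test compounds plus 3 SD, cut at about 23% in these data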;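 also: signal is peak over basal fluorescence ratio across the kinetic read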
# CHRM1 PAM: potentiates human M1 receptor response to acetylcholine; AID 588819; P11229; activation, % at 3 µM; 0.088% of 360,000 active; CHO-K1 hM1, Fluo-8 calcium fluorescence, ACh EC20; 0% = ACh EC20, 100% = maximal ACh; in the data active = activation above about 19%, passing the limit was not always enough
# Target sequence (P11229 whole entry, looked up): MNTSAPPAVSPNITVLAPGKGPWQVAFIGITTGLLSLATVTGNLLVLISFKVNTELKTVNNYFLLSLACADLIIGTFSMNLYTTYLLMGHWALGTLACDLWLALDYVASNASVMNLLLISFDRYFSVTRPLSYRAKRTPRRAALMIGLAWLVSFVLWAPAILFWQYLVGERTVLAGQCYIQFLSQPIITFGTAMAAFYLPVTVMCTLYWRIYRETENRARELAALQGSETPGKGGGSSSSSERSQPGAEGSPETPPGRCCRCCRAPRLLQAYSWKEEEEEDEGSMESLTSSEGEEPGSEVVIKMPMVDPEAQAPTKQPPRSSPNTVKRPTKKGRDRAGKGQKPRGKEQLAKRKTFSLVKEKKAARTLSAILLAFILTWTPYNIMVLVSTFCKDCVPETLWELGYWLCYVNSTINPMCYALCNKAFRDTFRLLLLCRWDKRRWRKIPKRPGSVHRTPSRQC
# M5 PAM: CHRM5 positive allosteric modulation; P08912; CHO-K1 hM5, Fluo-8 calcium, ACh EC20 PAM; 0% = ACh EC20, 100% = ACh EC100; activation, % at 3 µM; 0.3% of 360,000 active;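 active = activation above the run cutoff, the mean activation of all test compounds plus 3 SD, cut at about 18% in these data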
#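 Assay system – human M5 receptor in CHO-K1 cells · Read-out – % activation, ACh-normalized · Technique – Fluo-8 calcium fluorescence · Dosing – single-point, 3 µM nominal · Incubation – Fluo-8 loading 80 min at 37 °C plus 30 min room temperature · Repeats – singlicate, one well per test compound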
# CRFR2-BP antag: CRF-BP/CRF-R2 complex antagonism | HEK293 CRF-R2/CRF-BP, CRF-induced calcium fluorescence | inhibition, % at 11.8 µM | 0.59% of 350,000 active;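 active = inhibition of the ligand-induced calcium signal above about 50% at the single tested concentration, limit read from the data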
# CRFBP-R2 agonist: CRF-BP/CRF-R2 complex agonism; HEK293 CRF-R2/CRF-BP, calcium dye fluorescence (FLIPR); percent of saturating CRF peptide response; activation, % at 13.2 µM; 0.46% of 350,000 active;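 active = activation of at least 50%, plus an integration ratio under a set limit after plate pattern correction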;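 also: plate controls were neutral control wells without compound for no effect and CRF at EC100 for full effect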
# Starred values were filed as active, the others as inactive; nt = no result given.
SMILES,CHRM4 PAM,CHRM5 antagonist,M4 ag,M4 antag,CHRM5 agonist,CHRM1 PAM,M5 PAM,CRFR2-BP antag,CRFBP-R2 agonist
CCNC(=S)NNC(=O)c1cc(-c2cc(C)ccc2C)nc2ccccc12,2,8,1,-6,-1,5,8,17,-0.6
O=C(O)c1ccc(CNCc2cc(Cl)ccc2O)cc1,6,0,-1,-3,2,10,10,-1,-1.1
O=C(CCn1cnnn1)Nc1ccccc1,11,-2,2,-5,3,15,12,16,0.9
O=[N+]([O-])c1ccccc1C(=Nc1ccccc1)c1c(O)cc(O)cc1O,0,4,0,-6,0,1,1,7,-2.1
CC(Sc1nncn1C)C(=O)NCc1ccc2c(c1)OCO2 (configuration not stated),-3,0,0,8,-5,11,5,5,1.2
COc1ccc(C(NC(=O)C2CCN(CCCc3ccccc3)CC2)c2ccccn2)cc1 (configuration not stated),1,-7,2,-8,-1,-1,-4,nt,nt
COCCCN(C(=O)c1cccnc1SC)c1c(N)n(Cc2ccccc2)c(=O)[nH]c1=O,3,5,0,7,-1,4,-3,3,-1.4
CN1CCN(/N=C/c2nc(-c3ccccc3)n3ccccc23)CC1,-3,4,0,0,-2,10,1,8,-0.5
CCOC(=O)CC1C(=O)NCCN1C(=O)c1ccc(Cl)cc1 (configuration not stated),0,16,0,-12,0,4,-5,1,0.3
COCCNC(=O)c1onc(CSc2cc(C)ccc2C)c1C(=O)O,5,2,1,4,5,12,12,6,-2.2
COc1ccc(-c2nc(C(N)=O)c3[nH]c(=O)n(-c4ccccc4OC)c3n2)c(OC)c1,6,5,0,-19,3,18,-4,11,-0.2
Cc1cc(N2CCc3ccccc32)n2ncnc2n1,-2,3,-1,4,-1,2,-5,0,-2.2
CN(CCC#N)C(=O)COC(=O)c1ccc(Cl)c(S(=O)(=O)N(C)c2ccccc2)c1,-5,3,2,4,3,6,-2,-8,-0.2
Cc1cc(Cl)cc(C)c1OCC(=O)O,5,-6,0,-10,-1,5,2,-1,-0.8
c1csc(-c2nn[nH]n2)c1,1,1,1,4,1,8,2,-5,-1.0
Cc1cc(C)n(-c2nc(NCC(C)O)c3c4c(sc3n2)CCCC4)n1 (configuration not stated),4,-5,-1,3,-5,11,2,10,-1.4
COc1ccc2c(c1)C(CC(=O)NN)CCC2 (configuration not stated),4,-7,6,-31,-1,-2,3,-1,1.7
O=C(Cc1c(F)cccc1Cl)Nc1nc2ccccc2s1,-4,11,0,-4,-3,-3,-10,-17,-1.2
Cc1cc(C)n(C(=O)CNc2ccc(C)c(C)c2)n1,0,2,0,3,1,3,1,-1,1.9
O=C(O)CCCCCNC(=O)Nc1ccc2c(c1)OCCO2,8,-1,0,7,2,10,4,6,0.6
Cc1cnc(NC(=O)CN2CCN(c3ccccn3)CC2)s1,-1,-10,0,3,-1,7,17,0,-3.2
O=C(Nc1cccc(-c2ccc(F)cc2)c1)C1CCCN(Cc2cccnc2)C1 (configuration not stated),1,-7,5,-16,-7,7,-7,-4,-1.7
CN(Cc1ccc2c(c1)OCCO2)C(=O)CN1C(=O)NC2(CCCCC2)C1=O,-2,13,2,-3,-4,-5,-4,-11,-0.1
COc1cccc(COC(=O)c2sc3nc4n(c(=O)c3c2C)CCC4)c1OC,2,5,1,-4,3,10,6,-11,0.4

# Full records as entered above. Order of screens: CHRM4 PAM	CHRM5 antagonist	M4 ag	M4 antag	CHRM5 agonist	CHRM1 PAM	M5 PAM	CRFR2-BP antag	CRFBP-R2 agonist
# `Cc1cc(C)n(C(=O)CNc2ccc(C)c(C)c2)n1` in the list: 0	2	0	3	1	3	1	-1	1.9
# `O=C(O)CCCCCNC(=O)Nc1ccc2c(c1)OCCO2` in the list: 8	-1	0	7	2	10	4	6	0.6
# `CC(Sc1nncn1C)C(=O)NCc1ccc2c(c1)OCO2` (configuration not stated) in the list: -3	0	0	8	-5	11	5	5	1.2

# Following part
SMILES,CHRM4 PAM,CHRM5 antagonist,M4 ag,M4 antag,CHRM5 agonist,CHRM1 PAM,M5 PAM,CRFR2-BP antag,CRFBP-R2 agonist
COc1ccc(-c2noc3c2-c2nc(-c4ccccc4Cl)sc2CC3)cc1,5,-3,0,1,6,5,17,-1,1.5
CCc1nnc(NC(=O)CN2CCCC(C)C2)s1 (configuration not stated),2,8,1,-6,-1,-3,-2,8,-1.3
Cc1cc(/C=C2\SC(=S)NC2=O)cc(C)c1O,0,0,6,-6,-3,-3,-2,-12,3.2
O=c1cc(O)c2ccc(O)cc2o1,-2,2,-1,5,4,2,7,7,4.0
CC(C)C(=O)NNC(=O)CSc1nc(C2CCCCC2)nc2ccccc12,-1,-9,0,-8,-4,8,2,12,0.3
Cn1cnc2c1c(=O)n(CC(O)CO)c(=O)n2C (configuration not stated),-1,-6,0,-2,-6,-9,-5,-3,-0.1
C[C@H](CO)N1C[C@H](C)[C@@H](CN(C)C(=O)Nc2ccc(C(F)(F)F)cc2)Oc2ccc(NC(=O)Nc3ccc(C(F)(F)F)cc3)cc2C1=O,9,6,3,12,2,4,-5,-3,-0.2
Cn1c(CSc2nc3ccccc3s2)nnc1SCC(=O)NCc1cccnc1,-4,-2,1,4,0,2,-1,-11,1.7
Cc1cc(C)n(-c2ccc(C(=O)OCc3ccccc3)cc2)n1,1,1,-1,1,-2,-5,2,8,-2.0
COC(=O)c1ccsc1NC(=O)c1ccc(Cl)s1,1,0,0,7,2,0,-7,6,-0.1
COc1cccc(CC(=O)Nc2cc(C(F)(F)F)ccc2N2CCCC2)c1,8,18,0,-9,-7,7,-2,12,1.3
CCN(CC)c1cc(C)c2ccccc2n1,-6,2,0,9,-3,0,-6,-1,0.3
CCN(C(N)=S)c1ccccc1,4,0,0,-2,-1,5,2,-1,2.9
CC1CCCC(NC(=O)COC(=O)Cc2cn3ccsc3n2)C1C (configuration not stated),1,0,1,13,-4,4,-2,39,0.2
COc1cccc(C(=O)Nc2ccc(S(=O)(=O)Nc3nccc(C)n3)cc2)c1,-5,-3,0,10,-2,-5,-1,-1,-0.7
COCCN(C(=O)C1CCC1)c1c(N)n(CC(C)C)c(=O)[nH]c1=O,2,8,1,1,1,12,-5,-5,-0.1
CC1CN(C)C(c2ccccc2)C(C)C12NC(=O)NC2=O (configuration not stated),-5,0,0,9,0,-5,-1,-18,0.6
CC(Sc1ccccn1)C(=O)Nc1ccccc1 (configuration not stated),16,-5,0,0,0,5,3,13,-0.1
Nc1c2c(nc3ccn(Cc4ccccc4)c(=O)c13)CCC2,11,9,2,-4,-4,8,-10,-7,0.0
COCCOC(=O)C1=C(C)N=c2s/c(=C\c3cccs3)c(=O)n2C1c1cccs1 (configuration not stated),11,-5,3,1,-1,8,2,3,9.3
O=C(COC(=O)C1CCN(S(=O)(=O)c2ccccc2)CC1)NC(=O)c1ccc(OC(F)F)cc1,-13,3,0,8,2,-2,-4,131*,0.3
COc1ccc(CCNC2CC(=O)N(CCc3ccc(OC)c(OC)c3)C2=O)cc1 (configuration not stated),8,-3,1,9,-1,10,-2,-1,-1.2
Cc1nc2cc(NC(=O)NCc3ccccc3)ccc2o1,0,-1,0,6,-2,2,4,-21,3.7
COc1cc(OC)cc(-c2cc3nc(C)c(CCC(=O)NC(C)CCc4ccco4)c(C)n3n2)c1 (configuration not stated),14,-7,1,0,-1,8,0,8,-2.5

# Random excerpt: 3 entries already listed
SMILES,CHRM4 PAM,CHRM5 antagonist,M4 ag,M4 antag,CHRM5 agonist,CHRM1 PAM,M5 PAM,CRFR2-BP antag,CRFBP-R2 agonist
Cc1nc2cc(NC(=O)NCc3ccccc3)ccc2o1,0,-1,0,6,-2,2,4,-21,3.7
CC1CCCC(NC(=O)COC(=O)Cc2cn3ccsc3n2)C1C (configuration not stated),1,0,1,13,-4,4,-2,39,0.2
CCN(C(N)=S)c1ccccc1,4,0,0,-2,-1,5,2,-1,2.9

# Remaining list, next part.
SMILES,CHRM4 PAM,CHRM5 antagonist,M4 ag,M4 antag,CHRM5 agonist,CHRM1 PAM,M5 PAM,CRFR2-BP antag,CRFBP-R2 agonist
CS(=O)(=O)N1CCC(C(=O)Nc2cc(Cl)c(Cl)cc2Cl)CC1,0,10,1,10,2,6,4,-2,-0.6
CC(C)[C@H](NC(=O)C1CCN(S(=O)(=O)c2ccc(F)cc2)CC1)C(=O)NCc1ccncc1,5,7,1,-1,-4,6,-4,3,0.2
COc1ccc(CCN2CC(C#N)=C3c4cc(OC)c(OC)cc4CCN3C2)cc1OC,4,2,5,-13,4,7,-8,27,-5.0
Cn1cc(Br)c(C(=O)NNC(=O)c2ccccc2)n1,5,4,1,5,0,9,1,-16,11
N#Cc1ccccc1NC(=O)COC(=O)CCc1ccccc1,8,3,1,1,-4,2,4,12,2.1
CCc1nnc(NC(=O)CCC(=O)N2CCN(c3cccc(Cl)c3)CC2)s1,-2,-4,3,-10,-1,15,3,-5,-0.8
N#Cc1nc(-c2ccccc2)oc1NCCCn1ccnc1,-4,21,1,0,-2,5,-12,2,-0.6
C=CCNC(=O)c1ccncc1,2,2,1,8,2,12,3,6,-2.7
Clc1ccc(CO/N=C/c2c(-c3ccccc3)nc3n2CCS3)c(Cl)c1,5,-4,0,-14,-4,4,6,-8,1.0
Nc1ncnc2c1ncn2[C@@H]1O[C@H](CNCC#Cc2ccccc2)[C@@H](O)[C@H]1O,4,-4,1,-12,-1,8,-3,-12,0.8
Cc1cc(O)ccc1NC(=O)CCN1C(=O)c2ccc([N+](=O)[O-])cc2C1=O,2,5,0,10,-1,28*,-1,13,-2.5
COC(=O)[C@]12CCCCC=C1N(CCc1ccc(OC)c(OC)c1)C(=O)[C@H](CC(=O)N1CCN(C(=O)C3CC3)CC1)C2,1,-3,11,-12,5,nt,-3,nt,nt
COCCOC(=O)c1sc2nc[nH]c(=O)c2c1C,7,-3,0,-7,-6,15,1,-25,5.8
CC[C@]12c3[nH]c4ccccc4c3CCN1C(=O)C(CC(=O)NCCc1ccccn1)C[C@@H]2C(=O)N1CCN(C(=O)c2ccco2)CC1 (some centres not stated),6,-14,0,-16,0,16,4,-5,0.9
Cc1ccc(OCC(=O)N(Cc2ccc(N(C)C)cc2)C2CCS(=O)(=O)C2)cc1 (configuration not stated),-4,7,0,10,-5,5,4,-5,1.1
COc1ccccc1N1C(=O)S/C(=C\c2cc(C)n(C)c2C)C1=O,4,-7,6,-1,-2,-1,-2,11,-0.4
CN(C)c1ccc(C(=O)OCC(=O)c2ccc[nH]2)cc1,11,3,4,-1,1,5,4,-10,6.3
CCC(C)(C)n1nnnc1CN1CCC(NC(=O)c2ccccc2C)CC1,2,-4,1,2,-1,10,-4,-6,-0.7
O=C1CSC(=S)N1c1ccc(F)c(Cl)c1,-7,33*,12,4,6,-6,-12,-7,-2.5
CC(C)(C)C(=O)Nc1ccc(-c2cn3ccsc3n2)cc1,-2,3,2,-6,-5,-3,-6,0,-0.1
CCOC(=O)CCCSc1nc(-c2ccc3c(c2)OCO3)cc(C(F)(F)F)c1C#N,3,-7,1,-2,-1,13,0,-8,0.9
Clc1ccc(-c2ccc(C=Nc3ccc(N4CCOCC4)cc3)o2)c(Cl)c1,10,-5,0,-9,1,10,7,-330,210*
Cc1ccccc1OCC(O)CN1CCN(CC(O)COc2ccccc2C)CC1 (configuration not stated),-8,4,7,3,-3,7,1,-11,3.4
CC(C)CC(C(=O)Nn1cnnc1)N1C(=O)c2ccccc2C1=O (configuration not stated),-1,6,0,4,1,-1,-1,59*,0.1
Cc1ccccc1-n1c(C)cc(/C=N/NC(=O)c2ccc(CN3CCOCC3)cc2)c1C,-1,1,3,-6,0,-1,-7,-38,0.6
CCCC(c1nnnn1CS(=O)(=O)c1ccc(C)cc1)N1CCN(c2ccccc2)CC1 (configuration not stated),6,-5,0,-8,-3,9,6,6,0.5

# Source: PubChem BioAssay
